JMJD2A Tudor: qHTS Assay for Inhibitors of JMJD2A-Tudor Domain | Lysine-specific demethylase 4A (Homo sapiens), O75164 | AlphaScreen JMJD2A-Tudor / H3K4me3 peptide binding | Potency, µM (top dose mostly 114 µM), without a hit: at the top dose activity change, negative = inhibition, usual class: inhibitors | 390,000 compounds, 4.4% hits | AID 504339, 2011; also: % is scaled to controls: 0 for no effect and ±100 for the full control effect; nearly all actives have a fitted effect of over 50% in size
BLM inh: qHTS Assay for Inhibitors of Bloom's syndrome helicase (BLM). RecQ-like DNA helicase BLM (Homo sapiens), P54132. recombinant BLM DNA unwinding, fluorescence dequenching. Potency, µM (top dose mostly 56.1 µM), inactives show at the highest dose activity change, negative = inhibition, actives largely listed as inhibitors. 350,000 compounds, 0.2% hits. AID 2528, 2010;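 also: plate controls were vehicle for no effect and no enzyme for full effect; nearly all actives have a fitted effect of over 35% in size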
BAZ2B block: qHTS Assay for Inhibitors of BAZ2B; Bromodomain adjacent to zinc finger domain protein 2B (Homo sapiens), Q9UIF8; AlphaScreen BAZ2B-H3K14Ac peptide displacement; Potency, µM (series often up to 114 µM), inactives show at the highest dose activity change, negative = inhibition, most hits filed as inhibitors; 360,000 compounds, 4.4% hits; also: % is scaled to controls: 0 for no effect and ±100 for the full control effect; nearly all actives have a fitted effect of over 60% in size
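Complex of BAZ2B and biotin-H3K14Ac (50 nM apiece) forms over 30 min at RT, then faces library compounds up to 110 uM for another 30 min; AlphaScreen beads added, 20 min dark incubation, luminescence read.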
Pin1 inh: qHTS Assay to Find Inhibitors of Pin1; Pin1 FP peptide displacement, HiFluor488, 10 min; Potency, µM (doses to about 115 µM), without a hit: top-dose activity, negative = inhibition, most hits filed as inhibitors; 390,000 compounds, 0.009% hits; active = well fitted inhibition curve with a large enough effect in the polarisation, with a control signal flat, not every such curve was filed as active; inconclusive = small, poorly fitted or top-dose-only effect, or effect the other way, or a change in a side signal; inactive = no such curve, though single readings can be large or run the other way; the % refers to the polarisation; also: % is scaled to controls: 0 for no effect and ±100 for the full control effect
Target sequence (Q13526 whole entry, looked up): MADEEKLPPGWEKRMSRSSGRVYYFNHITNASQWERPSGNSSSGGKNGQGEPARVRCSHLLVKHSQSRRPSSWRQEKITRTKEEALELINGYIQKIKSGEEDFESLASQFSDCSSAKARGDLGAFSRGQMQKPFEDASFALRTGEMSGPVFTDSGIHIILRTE
GLS inhibitor: qHTS for Inhibitors of Glutaminase (GLS) | GLS enzymatic activity, qHTS titration | Potency, µM (doses to about 45.5 µM), for the others: at the top dose activity change, negative = inhibition, most hits filed as inhibitors | 410,000 compounds, 0.21% hits | AID 624170, 2012; also: % is scaled to controls: 0 for no effect and ±100 for the full control effect
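Human kidney-isoform GLS in 45 mM KH2PO4 pH 8.2, 0.02% Tween-20, with compound, started with 1mM L-Glutamine (added stock). Glutamate oxidase/HRP/Amplex red coupled fluorescence read at start and after 30 min at RT.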
Tb PGK inh: qHTS Assay to Find Inhibitors of Phosphoglycerate Kinase; Phosphoglycerate kinase, glycosomal (Trypanosoma brucei brucei), P07378; PGK/GAPDH coupled, Kinase-Glo luminescence, 60 min; Potency, µM (doses to about 57.5 µM), for the others: at the top dose activity change, negative = inhibition, usual class: inhibitors; 380,000 compounds, 0.043% hits; AID 602233, 2012; also: % is scaled to controls: 0 for no effect and ±100 for the full control effect; nearly all actives have a fitted effect of over 60% in size
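Luminescent ATP detection (Kinase-Glo Plus) follows a 60-minute room-temperature incubation, with wells lacking PGK as controls. Buffer: 100 mM TEA (pH 7.6), 5 mM MgCl2, 0.01% Tween-20. Coupling enzyme GAPDH (100 nM final) supplies unstable 1,3-BPG in-well.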
HP1b chromo inh: HTS for Inhibitors of HP1-beta Chromodomain Interactions with Methylated Histone Tails; Potency, µM (series often up to 114 µM), for the others: top-dose activity change, negative = inhibition, actives largely listed as inhibitors; Chromobox protein homolog 1 (Homo sapiens), P83916; AlphaScreen HP1-beta / biotin-H3K9me3 peptide binding; 390,000 compounds, 0.56% hits; also: nearly all actives have a fitted effect of over 70% in size; inactives centre near 23
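Compound inhibition of the preformed complex between 50 nM HP1-beta and 50 nM biotinylated H3K9me3 peptide was read by AlphaScreen. Buffer was PBS pH 7.4 with 0.01% Tween-20. Incubations ran 30 min at room temperature, with 10 ug/mL donor/acceptor beads.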
POLI inh: qHTS for Inhibitors of Polymerase Iota; Pol iota fluorescent replication assay, 10 min; DNA polymerase iota (Homo sapiens), Q9UNA4; AID 588590, 2011; 390,000 compounds, 1% hits; Potency, µM (titrated, usually from 115 µM), without a hit: at the highest dose activity, negative = inhibition, actives largely listed as inhibitors
Target sequence (Q9UNA4 whole entry, looked up): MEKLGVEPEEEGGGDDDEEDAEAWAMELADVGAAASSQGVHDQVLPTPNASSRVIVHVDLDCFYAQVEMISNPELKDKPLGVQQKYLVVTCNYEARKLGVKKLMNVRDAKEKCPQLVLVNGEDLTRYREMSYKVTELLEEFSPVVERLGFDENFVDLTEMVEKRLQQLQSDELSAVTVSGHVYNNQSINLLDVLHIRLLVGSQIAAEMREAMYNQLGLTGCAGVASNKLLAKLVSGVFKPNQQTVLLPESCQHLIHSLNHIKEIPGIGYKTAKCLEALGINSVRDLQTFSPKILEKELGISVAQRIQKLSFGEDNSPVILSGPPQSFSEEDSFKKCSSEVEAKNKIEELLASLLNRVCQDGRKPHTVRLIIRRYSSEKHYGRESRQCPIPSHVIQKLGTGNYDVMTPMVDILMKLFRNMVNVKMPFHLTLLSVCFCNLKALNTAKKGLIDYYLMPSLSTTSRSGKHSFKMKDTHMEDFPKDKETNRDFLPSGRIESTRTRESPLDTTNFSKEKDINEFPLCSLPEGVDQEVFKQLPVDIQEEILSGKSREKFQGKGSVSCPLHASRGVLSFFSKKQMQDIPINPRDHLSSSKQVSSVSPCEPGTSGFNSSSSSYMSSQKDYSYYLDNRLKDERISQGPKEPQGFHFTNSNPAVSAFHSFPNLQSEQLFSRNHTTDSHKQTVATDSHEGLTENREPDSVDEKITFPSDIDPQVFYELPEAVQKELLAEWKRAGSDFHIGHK
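Fluorescent replication assay read twice, at 0 min and 10 min after adding 50 nM (final) substrate. Enzyme (10 nM) and compounds were first incubated 15 min at room temperature; enzyme-free buffer wells were negative controls.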
G9a block: qHTS Assay for Inhibitors of Histone Lysine Methyltransferase G9a; G9a H3K9 monomethylation, AlphaScreen, 2 h; 350,000 compounds, 8.8% hits; Potency, µM (top dose mostly 102 µM), for inactives: at the highest dose activity, negative = inhibition, usual class: inhibitors; Histone-lysine N-methyltransferase EHMT2 (Homo sapiens), Q96KQ7; AID 504332, 2011; also: % is scaled to controls: 0 for no effect and ±100 for the full control effect; nearly all actives have a fitted effect of over 75% in size
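Compounds were preincubated with 20 nM G9a for 15 min, after which biotinylated H3K9 peptide (500 nM) and SAM (20 uM) started a 2 h room-temperature reaction. Monomethylated product was quantified by antibody-based AlphaScreen chemiluminescence.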
* = called active by the depositor; i = inactive; ? = inconclusive; nt = not tested or not shown; [ ] = another dose, or the depositor's remark. Unless noted, calls follow the shape of the dose curve; as a rule, active = well fitted curve in the direction sought with a large enough effect; inconclusive = small, poorly fitted or top-dose-only effect, or another doubt; inactive = no such curve, though single readings can be large; an effect the other way counts as inactive or inconclusive. Potency is read from the fitted curve at half-maximal effect.

SMILES	JMJD2A Tudor	BLM inh	BAZ2B block	Pin1 inh	GLS inhibitor	Tb PGK inh	HP1b chromo inh	POLI inh	G9a block
Cc1cc(NC(=O)CN(C)S(=O)(=O)c2cnc[nH]2)ccc1Br	-14%	1%	1%	1%	19%	10%	24%	-19%	1%[0.0925 µM]
Cc1cc(=O)[nH]c(NN=C2CCCCC2C)n1 (stereo unspecified)	0.89µM*	nt	nt	-12%	-5%	-1%	-24%	26%	nt
O=C(COc1ccccc1)NCC(=O)N/N=C/c1ccc(Cl)cc1	-1%	-4%	-20%	6%	12%	-6%	35%	-19%	39%
COc1ccc(C(=O)CC(=O)C(=O)Nc2ccc(C)c(C)c2)cc1	-32%	-5%	-5%	-2%	-2%	i	9%	-24%	2%
COC(=O)[C@@]1(C)[C@H]2C(=O)N(Cc3ccccc3)C(=O)[C@H]2[C@H]2CN=C(SCc3ccccc3)N21	?	nt	nt	3%	-2%	-13%	26%	?	nt
COc1cccc(-n2c(=S)sc3c(=O)n(-c4ccccc4OC)c(SCC4OCCO4)nc32)c1	-30%	-4%	?	0%	-16%	i	31%	23%	14%[59 µM]
O=C(Nc1nccs1)c1ccccc1N=Cc1ccccc1	41%[activator]	-6%	33%	-8%	16%	-8%	95%[activator]	14%	73%[activator]
O=C(CSc1nc2sc3c(c2c(=O)n1-c1ccccc1)CCCC3)N/N=C/c1ccc(C(=O)O)cc1	79µM*	-4%	-31%[57.1 µM]	?	-11%	-17%	79µM*	40µM*	-11%
COC(=O)c1ccc(-n2c(C)cc(C(=O)COC(=O)CNS(=O)(=O)c3ccc(C)cc3)c2C)cc1	22µM*	-7%	-34%	17%	2%	2%	-13%	123%[activator]	?
C/C(=N\NC(=O)CSCc1ccccc1Cl)c1cccc(NC(=O)c2ccccc2)c1	4%	0%	-2%	3%	-2%	-3%	?	-13%	19%[59 µM]

Record cards, as listed above. Order of values: JMJD2A Tudor, BLM inh, BAZ2B block, Pin1 inh, GLS inhibitor, Tb PGK inh, HP1b chromo inh, POLI inh, G9a block
Results for Cc1cc(NC(=O)CN(C)S(=O)(=O)c2cnc[nH]2)ccc1Br → -14%, 1%, 1%, 1%, 19%, 10%, 24%, -19%, 1%[0.0925 µM]
Results for COC(=O)[C@@]1(C)[C@H]2C(=O)N(Cc3ccccc3)C(=O)[C@H]2[C@H]2CN=C(SCc3ccccc3)N21 → ?, nt, nt, 3%, -2%, -13%, 26%, ?, nt

New compounds follow:
SMILES	JMJD2A Tudor	BLM inh	BAZ2B block	Pin1 inh	GLS inhibitor	Tb PGK inh	HP1b chromo inh	POLI inh	G9a block
CNC(=O)c1c(NC(=O)C2=COCCO2)sc(C)c1C	-1%	nt	5%	-5%	-25%	i	31%	13%	8%[2.33 µM]
CCN(Cc1ccccc1)C(=O)CCc1nc(-c2ccc(C)cc2)no1	20%	-12%	43%[activator]	-10%	0%	-7%	80%[activator]	-7%	140%[activator]
Cc1ccc(C(=O)Nc2ccccc2C(=O)O)cc1S(=O)(=O)NC1CCCCC1	-21%	0%	56µM*	0%	20%	-2%	24%	?	71µM*
COc1cccc(NC(=O)c2c(C)oc3nc(C)nc(N4CCCC4)c23)c1	-27%	2%	4%[57.1 µM]	-15%	2%	10%	24%	-1%	?
COc1ccc(/C=C/C(=O)C2C(=O)C=C(C)OC2=O)cc1O (stereo unspecified)	-23%	0%	50µM*	?	7.1µM*	-12%	-17%	?	-23%[59 µM]
Cc1ccc(-n2nnc(-c3cc4ccccc4nc3Cl)n2)cc1	?	-1%	-15%	-9%	-2%	-5%	32%	9%	?
O=C(CSc1ccc(Br)cc1)NCC(c1ccco1)N1CCCCC1 (stereo unspecified)	-14%	nt	-1%	-8%	5%	-1%	10%	14%	?
Cc1ccc(CNC(=O)CCC(=O)n2ncc3cc(C)ccc32)cc1	-4%	-5%	3%	-3%	0%	6%	19%	-5%	3%
C=CCOc1ccc(/C=N/Nc2ccccn2)cc1OC	-7%	1%	-5%	1%	-14%	-4%	29%	19%	15%
COc1ccc2c(C)cc(SCC(=O)NC3CCCC3)nc2c1	-21%	nt	nt	1%	-2%	i	25%	-1%	nt
Cc1cc(C)cc(CSc2nnc(C)c(=O)[nH]2)c1	-9%	-1%	-5%	6%	4%	-3%	25%	9%	-2%[59 µM]
CC1CCCCN1C(=O)COC(=O)c1ccc2c(c1)C(=O)N(Cc1ccco1)C2=O (stereo unspecified)	-14%	nt	-32%	4%	0%	-3%	4%	0%	8%[12.7 µM]
COc1cc(NC(=O)c2noc3c2CCCC3)c(OC)cc1Cl	-2%	-1%	11%	-8%	-1%	-11%	-12%	-10%	11%[59 µM]
Cc1ccc(-c2[nH]ncc2CNCc2ccc(CN(C)C)cc2)cc1	-10%	nt	nt	2%	nt	nt	34%	29%	nt
CC(C)NC(=O)COc1coc(CN2CCN(c3ccccc3F)CC2)cc1=O	-10%	0%	-3%	2%	2%	2%	32%	11%	32%[59 µM]
CCN(CC)C(=O)CSc1nnc(-c2cc(OC)cc(OC)c2)o1	-8%	1%	0%	6%	-5%	-5%	-1%	1%	-3%[12.7 µM]
CC(=O)Cc1nsc(NC(=O)c2ccc(-c3ccc(F)cc3)o2)n1	-17%	-2%	-28%	?	10%	-14%	43%[activator]	-8%	-1%[59 µM]
COc1ccc2oc(-c3cccc(NC(=O)c4ccc(C#N)cc4F)c3)nc2c1	-8%	-4%	-32%	-1%	-3%	-5%	28%	17%	5%[59 µM]
Cc1c(NC(=O)c2ccc3c(c2)OCO3)c(=O)n(-c2ccccc2)n1C	2%	1%	-1%	-1%	-6%	-2%	11%	-15%	-1%[2.33 µM]
CC(C)CNC(=O)C(=O)NC1CCCC1	-3%	nt	nt	3%	6%	2%	12%	19%	nt
Cc1ncc([N+](=O)[O-])n1CC(=O)Nc1ccc2c(c1)OCO2	-14%	0%	-4%	24%	-2%	i	1%	13%	2%
O=C(c1ccccc1)c1ccc(OC(=O)N2CCOCC2)cc1	-9%	-2%	14%	-1%	?	nt	7%	15%	-3%
CCOC(=O)c1sc(NC(=O)C2c3ccccc3Oc3ccccc32)c(C#N)c1C	-11%	-3%	-1%	-9%	-15%	8%	-14%	-14%	2.2µM*
O=C(Nc1ccncc1)Nc1cccc(Cl)c1Cl	-20%	-3%	-13%	-1%	-8%	-3%	23%	-7%	-2%
O=C(CN1C(=O)c2ccccc2S1(=O)=O)N1CCOCC1	-2%	-1%	7%	0%	2%	-11%	41%	-12%	10%[59 µM]
N#C/C(=C/c1ccc(Cl)cc1)NC(=O)c1ccccc1	-6%	-8%	3%	-3%	12%	5%	16%	-2%	-51%[59 µM]
CN1/C(=C\C(=O)CSc2ncn[nH]2)C(C)(C)c2ccccc21	-17%	5%	-37%	10%	1%	2%	25%	190%[activator]	?
Oc1ccc(-c2nccc(-c3ccc(Cl)cc3Cl)n2)cc1	-13%	-9%	-10%	0%	10%	-5%	20%	20%	0%
COc1ccc(N2CCN(CCN3C(=O)c4ccccc4C3=O)CC2)cc1	-14%	-4%	-16%	-7%	0%	-3%	-3%	111%[activator]	-10%
Cc1ccc(N2C(=O)N(CC(=O)Nc3ccccc3C)C(=O)C2C)cc1 (stereo unspecified)	-4%	-1%	-2%	3%	?	2%	27%	3%	11%
Cn1cc(CNCc2cn[nH]c2-c2ccc(F)cc2)c(-c2ccc3c(c2)OCCO3)n1	-13%	5%	1%	-10%	-3%	0%	23%	11%	1%[0.501 µM]
COc1ccc(C(=O)CC(=O)C(=O)Nc2cc([N+](=O)[O-])ccc2OC)cc1	-7%	-5%	-17%	11%	-2%	nt	69%[activator]	?	13%
CCOc1ccc(S(=O)(=O)c2cn(Cc3ccccc3)c3ccc(OCC)cc3c2=O)cc1	-4%	-5%	-2%	-18%	2%	-1%	36%	18%	4%[59 µM]
Cc1cc(C)c(NC(=O)CN2C(=O)NC(Cc3ccccc3)C2=O)c(C)c1 (stereo unspecified)	-6%	0%	-4%	-8%	-5%	-13%	16%	34%[activator]	12%

Among those listed so far, these have an NH in an aromatic ring.
SMILES	JMJD2A Tudor	BLM inh	BAZ2B block	Pin1 inh	GLS inhibitor	Tb PGK inh	HP1b chromo inh	POLI inh	G9a block
Cc1cc(NC(=O)CN(C)S(=O)(=O)c2cnc[nH]2)ccc1Br	-14%	1%	1%	1%	19%	10%	24%	-19%	1%[0.0925 µM]
Cc1cc(=O)[nH]c(NN=C2CCCCC2C)n1 (stereo unspecified)	0.89µM*	nt	nt	-12%	-5%	-1%	-24%	26%	nt
Cc1cc(C)cc(CSc2nnc(C)c(=O)[nH]2)c1	-9%	-1%	-5%	6%	4%	-3%	25%	9%	-2%[59 µM]
Cc1ccc(-c2[nH]ncc2CNCc2ccc(CN(C)C)cc2)cc1	-10%	nt	nt	2%	nt	nt	34%	29%	nt
CN1/C(=C\C(=O)CSc2ncn[nH]2)C(C)(C)c2ccccc21	-17%	5%	-37%	10%	1%	2%	25%	190%[activator]	?
Cn1cc(CNCc2cn[nH]c2-c2ccc(F)cc2)c(-c2ccc3c(c2)OCCO3)n1	-13%	5%	1%	-10%	-3%	0%	23%	11%	1%[0.501 µM]

Screening data from PubChem.

Not all compounds are listed; rates above refer to the full screens.
